# SRC2 inh: inhibition of GAL4-SRC2 driven luciferase reporter, primary screen, SRC2 inhibitor project, cell-based, luminescence; Nuclear receptor coactivator 2 (Homo sapiens), Q15596; HEK293 GAL4-SRC2 luciferase reporter; inhibition, % at 9 µM; hit rate 0.17% among 370,000;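 active = inhibition above the mean inhibition of all tested compounds plus 3 SD, set per campaign, cut at about 52% in these data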;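 also: 0% = DMSO treated cells and 100% = cells given Gossypol at 36 µM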
# NOD2-RIPK2 inh: NOD2-RIPK2 binding disruptors in cells, primary screen, fluorescence, CHO cells, BLA complementation; AID 624267, 2012; hit rate 0.38% among 360,000; CCF4 ratio; inhibition, % at 4.98 µM; Receptor-interacting serine/threonine-protein kinase 2 (Homo sapiens), O43353; in the data active = inhibition above about 21%;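 also: 0% = vehicle only and 100% = reference blocker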
# NR2F2 inh: NR2F2 transcriptional activity inhibitors, primary screen, cell-based, luciferase reporter, HEK293T, luminescence. inhibition, % at 8.6 µM. HEK293T NGFI-A luciferase reporter. hit rate 0.7% among 370,000;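 active = inhibition above a per-plate cutoff, mean inhibition of test wells between control levels plus 3 SD, cut at about 38% in these data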;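 also: cells cotransfected with COUP-TFII expression vector driving the NGFI-A reporter; 0% = median of COUP-TF2 test wells and 100% = reporter-only cells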
# LMP1 NFkB inh: EBV LMP1-driven NF-kappaB luciferase reporter inhibitors, primary screen, cell-based, luminescence, single point | LMP1-induced NF-kappaB luciferase reporter cells | inhibition, % at 12.5 µM | hit rate 0.69% among 350,000 | AID 504558, 2011; in the data active = inhibition above about 41%;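 also: 0% = neutral control wells and 100% = reference inhibitor control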
# SRC1 inh: SRC1 coactivator transcriptional activity inhibitors, primary screen, cell-based, luminescence. Nuclear receptor coactivator 1 (Homo sapiens), Q15788. HEK293 GAL4-SRC1 luciferase reporter. inhibition, % at 3.6 µM. hit rate 0.12% among 360,000;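 active = inhibition above the campaign mean plus 3 SD, with each screening campaign given its own cutoff, cut at about 60% in these data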;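 also: 0% = DMSO treated cells and 100% = gossypol at 36 µM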
# LRH-1 inv ag: LRH-1 (NR5A2) inverse agonists, primary screen, cell-based, luminescence, HEK293T, StAR-luciferase reporter; hit rate 0.13% among 360,000; Nuclear receptor subfamily 5 group A member 2 (Homo sapiens), O00482; inhibition, % at 3.6 µM; LRH-1 transfected, 24 h;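 active = inhibition above the mean inhibition of all tested compounds plus 3 SD, cut at about 73% in these data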;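 also: 0% = DMSO wells and 100% = reporter-only cells lacking LRH-1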
# Target sequence (O00482 whole entry, looked up): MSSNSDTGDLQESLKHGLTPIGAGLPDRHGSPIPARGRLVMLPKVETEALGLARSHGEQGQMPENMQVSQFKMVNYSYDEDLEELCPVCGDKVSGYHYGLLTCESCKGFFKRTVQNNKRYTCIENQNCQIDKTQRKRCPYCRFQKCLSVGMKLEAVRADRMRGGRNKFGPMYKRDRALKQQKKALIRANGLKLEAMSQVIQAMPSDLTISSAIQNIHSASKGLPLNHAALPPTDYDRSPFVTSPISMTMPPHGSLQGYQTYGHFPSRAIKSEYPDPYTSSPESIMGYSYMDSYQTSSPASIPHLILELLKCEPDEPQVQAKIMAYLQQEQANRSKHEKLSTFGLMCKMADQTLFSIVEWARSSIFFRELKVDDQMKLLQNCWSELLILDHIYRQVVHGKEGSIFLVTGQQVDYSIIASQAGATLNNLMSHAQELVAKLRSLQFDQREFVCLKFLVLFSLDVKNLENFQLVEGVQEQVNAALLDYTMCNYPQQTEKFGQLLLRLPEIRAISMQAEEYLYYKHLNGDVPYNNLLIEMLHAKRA
# TWEAK Fn14 block: inhibitors of TWEAK-Fn14 signaling, primary screen, luciferase reporter cells, uHTS | TWEAK-stimulated Fn14 reporter cells, luciferase luminescence, 8 h | inhibition, % at 10 µM | hit rate 2% among 360,000; in the data active = inhibition above about 50%
# TLR9-MyD88 block: inhibitors of TLR9-MyD88 association in cells, primary screen, cell-based, CHO, BLA complementation, fluorescence; AID 504734, 2011; inhibition, % at 4.98 µM; Toll-like receptor 9 (Homo sapiens) + Myeloid differentiation primary response protein …; CCF4 FRET ratio; hit rate 0.21% among 340,000;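 active = inhibition above the mean over all tested compounds plus 3 SD, cut at about 21% in these data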;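 also: 0% = DMSO only wells and 100% = clavulanate BLA inhibitor control wells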
# NCOA3 inh: SRC3 coactivator transcriptional activity inhibitors, primary screen, cell-based, luminescence. AID 588352, 2011. HEK293 GAL4-SRC3 luciferase reporter. Nuclear receptor coactivator 3 (Homo sapiens), Q9Y6Q9. inhibition, % at 3.6 µM. hit rate 0.17% among 360,000;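 active = inhibition above a per-campaign cutoff, the mean of all compounds plus 3 SD, cut at about 60% in these data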;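 also: 0% = DMSO-treated cells and 100% = gossypol-treated cells at 36 µM; higher means less SRC3-driven luciferase light from the GAL4 reporter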
# C8 TRAIL sens: viability loss with TRAIL in NB7+C8 cells, primary screen, TRAIL sensitizer project, cell-based, ATPlite luminescence; hit rate 1% among 360,000; AID 624354, 2012; inhibition (viability loss, TRAIL sensitization), % at 10 µM;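 active = compounds causing at least 50% loss of cell viability in the single-dose screen, relative to plate controls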
# TROY signal inh: inhibitors of TROY-driven NF-kB signaling, primary screen, Q293 LMP1-TROYcd cells, NF-kB luciferase, uHTS; Q293 LMP1-TROYcd NF-kB luciferase reporter, 4 h; inhibition, % at 10 µM; hit rate 0.98% among 360,000; AID 1347056, 2019;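 active = compounds whose plate-normalised and pattern-corrected inhibition of the luciferase reporter signal at the single screening dose is 50% or more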
# Starred values were filed as active, the others as inactive; / = no result given; & = joins results of further samples. These rows are one share of the data. The share of hits here may be higher or lower than overall.
# The line under a structure holds: SRC2 inh	NOD2-RIPK2 inh	NR2F2 inh	LMP1 NFkB inh	SRC1 inh	LRH-1 inv ag	TWEAK Fn14 block	TLR9-MyD88 block	NCOA3 inh	C8 TRAIL sens	TROY signal inh
1	Cc1c(O)ccc2c(CN3CCN(Cc4ccccc4)CC3)cc(=O)oc12
  14	14	19	1	-3	0	-37	6	-33	12	-19
2	O=C(OCC(=O)N1CCc2ccccc21)c1n[nH]c(=O)c2ccccc12
  5	-4	-10	-2	-18	18	-4	-10	-30	10	7
3	CCN(c1ccccc1)S(=O)(=O)c1cccc(C(=O)NCc2ccccc2CN2CCOCC2)c1
  27	-9	-6	-6	6	-11	9	-6	-13	14	-17
4	Cc1ccc(S(=O)(=O)Nc2cccc3c2CCCC3)cc1
  11	0	-3	-2	7	-5	-16	-3	2	-14	-19
5	COc1ccc(C(=O)OCC(=O)c2ccco2)cc1[N+](=O)[O-]
  -11	1	-4	5	1	33	-2	-8	13	-15	0
6	COc1cc(OC)cc(-c2c(C#Cc3ccsc3)c3cc(-c4ccc5cc[nH]c5c4)ccc3n2C)c1
  -1	-5	-2	-5	-32	-6	-1	2	-9	11	9
7	COc1ccc(CCNCC(O)Cn2ccc3ccccc32)cc1OC (stereo unspecified)
  -11	-4	2	5	11	-14	-3	1	32	-3	-5
8	S=c1nc2ccccc2c2nc(-c3ccccc3Cl)[nH]n12
  9	-9	-19	13	-14	-3	-7	-5	3	-2	-24
9	OC(COc1cccc2ccccc12)CN1CCN(c2ccc(Cl)cc2)CC1 (stereo unspecified)
  23	-16	-1	0	-4	16	7	8	2	15	31
10	CC(C)NC(=O)C1CCN(Cc2cccc(OCc3ccccc3)c2)CC1
  2	-20	-11	-3	7	15	-45	-2	15	6	-21
11	CCOc1ccccc1N(CC(=O)NC1CCCCC1)C(=O)CNC(=O)c1ccco1
  8	4	7	6	-14	-13	-10	-9	-4	-10	-4
12	CC1=C(C(=O)OCc2ccc(C)cc2)C(c2ccc(O)c([N+](=O)[O-])c2)NC(=O)N1 (stereo unspecified)
  -7	-4	-2	0	9	0	1	-1	3	6	1
13	CS(=O)(=O)N1CCN(C(=O)c2cc3ccccc3oc2=O)CC1
  /	6	/	10	12	26	-5	-4	10	-10	-8
14	COc1ccccc1C(=O)NC1CCSc2ccccc21 (stereo unspecified)
  -17	13	12	-2	-44	-4	-15	-3	7	-9	7
15	CN1CCN(c2ccc(C(CC(N)=O)NC(=O)Cc3ccc(Br)cc3)cc2[N+](=O)[O-])CC1 (stereo unspecified)
  21	-2	-7	2	0	2	-13	2	-37	1	0
16	Cc1ccc(S(=O)(=O)N2CCOCC2)cc1NC(=O)CN1C(=O)CN(C)C1=O
  -7	-1	2	-16	-4	0	1	-4	-1	0	9
17	Nn1c(SCC(=O)Nc2ccc(OC(F)F)cc2)nnc(Cc2ccccc2)c1=O
  -3	1	6	3	-14	-6	-8	-5	-21	10	-1
18	CC(C)c1ccc(S(=O)(=O)Nc2ccc3c(c2)OCO3)cc1
  -1	-8	34	4	1	0	10	-4	-3	18	26
19	COC(=O)N[C@@H]1C[C@H]2[C@@H]3CC[C@H]4C[C@@H](OC)CC[C@]4(C)[C@H]3CC[C@]12C
  7	2	-11	4	-6	-2	-4	-3	3	2	23
20	Cc1cc(N2CCN(C(=O)c3ccco3)CC2)n2nc(C)c(-c3ccccc3)c2n1
  17	5	4	7	-15	6	12	6	6	9	3
21	COCCN(CC(=O)Nc1cccc(C)c1C)C(=O)c1cc(-c2cccs2)nn1-c1ccccc1
  10	-5	-2	-9	-20	8	25	-5	13	-10	0
22	CN(C)S(=O)(=O)c1ccc(Nc2nc(C3CC3)nc3c2nnn3Cc2ccccc2Cl)cc1
  19	-8	-19	8	11	5	87*	-4	30	20	49
23	CSc1ncc(Cl)c(C(=O)Nc2ccccc2Cl)n1
  -25	-9	8	-1	-8	9	-24	-11	-18	-2	-18
24	COc1ccc(C(=O)N2CCN(c3cccc(C)c3C)CC2)cc1S(=O)(=O)NC1CC1
  13	-2	2	5	-3	-25	-6	-6	-7	14	3
25	COc1ccc(C(=O)C[n+]2ccc(N)c(C)c2C)cc1
  -20	-6	9	-4	-1	10	-25	-7	18	9	8
26	Cc1cccc2cc(CN(CCN(C)C)C(=S)NCc3ccco3)c(=O)[nH]c12
  22	-1	-19	1	1	-15	4	1	8	-5	16
27	O=C(/C=C/c1c(F)cccc1Cl)Nc1ccc(S(=O)(=O)Nc2ncccn2)cc1
  -21	4	11	/	-30	-6	-8	1	-8	3	3
28	CC(=O)C1=C(O)C(=O)N(c2ccc(S(N)(=O)=O)cc2)C1c1ccc([N+](=O)[O-])cc1 (stereo unspecified)
  7	-13	8	-2	-1	14	-3	-1	11	7	12
29	O=S(=O)(NCc1cccnc1)c1cccc2cccnc12
  -5	9	-2	0	-9	-10	14	9	-1	-6	19
30	COCCCNC(=S)NNC(=O)c1ccc(C(C)(C)C)cc1
  12	4	1	11	11	-9	17	-4	13	7	0
31	CCOC(=O)C1(CCOc2ccccc2)CCN(Cc2cccc(OC)c2)CC1
  16	2	20	13	5	4	14	0	4	12	15
32	O=C(CSc1nnc(CNC(=O)c2ccc(F)cc2)o1)c1ccccc1
  -4	3	14	0	15	-15	-6	-8	-8	13	3
33	C/C=C(/C)C(=O)Nc1cccc(C2=NOC3(C2)C[C@H](C(N)=O)N(C(=O)Cc2ccc([N+](=O)[O-])cc2)C3)c1 (stereo partly specified)
  8	-3	-3	2	7	-17	-8	-19	4	-7	7
34	CCCCCCSc1cccc(-c2nc3cc(C)ccn3c2NCc2ccccc2)c1
  -48	-18&0	13	3	3	10&-2	-37&-26	-3	-3	11&3	-94&-37
35	Cc1cc(C)c(C)c(S(=O)(=O)N2CCN(C(=O)C3CSC4(C)CCC(=O)N34)CC2)c1C (stereo unspecified)
  /	-6	/	-4	-26	-39	-23	5	3	11	-10
36	Cc1ccc(N(C)/N=C/c2ccc(Cl)cc2Cl)nn1
  -7	-9	2	/	-4	-10	-72	-14	8	9	-27
37	CC(=O)Nc1cccc(-c2cn3ccc(C)cc3n2)c1
  -68	-8	-50	-6	-110	-97	-24	5	-53	47	-40
38	NS(=O)(=O)c1ccc(NC(=O)CSc2nnc(-c3ccc(O)cc3)o2)cc1
  -30	3	-2	-8	12	23	-2	-2	3	-9	-5
39	CCOc1ccc(NC(=O)CSc2nnc(-c3ccccc3)n2N)cc1
  2	-9	3	-11	-8	-6	7	2	5	1	-4
40	COc1ccccc1C1OC2=C(Nc3ccc([N+](=O)[O-])cc3N2)C1=O (stereo unspecified)
  16	-4	4	6	-47	2	-5	-3	-5	8	-21
41	Cc1c(C(=O)N2CCN(c3ccc(F)cc3)CC2)sc2ncnc(N3CCN(c4ccccn4)CC3)c12
  28	-1	23	25	23	5	60*	-2	28	17	53*
42	CCN(CC)CCSc1nc(O)c(Cc2ccccc2)c(=O)n1-c1ccccc1
  -21	-7	-16	-3	-24	10	-7	-6	16	-3	10
43	CCc1ccc(N(CC(=O)NC2CCCC2)S(=O)(=O)c2c(C)noc2C)cc1
  -10	-15	-8	-4	-1	16	-1	2	4	-14	-8
44	CN(C)c1ccc(CNC(=O)CC[C@H]2O[C@@H](n3cnc4c(NC(=O)c5ccccc5)ncnc43)[C@H](O)[C@@H]2O)cc1
  -22	-6	3	/	2	-2	-21	/	7	25	-6
45	S=C(NC1CCCCC1)NN1CCOCC1
  -2	-2	9	-10	17	-4	-3	-14	17	2	19
46	Cc1ccc(Nc2c(-c3ccc(N4CCOCC4)cc3)nc3ncccn23)cc1
  -3	-23	-15	-3	3	0	-12	19	-3	-1	-26
47	CC1CCCCN1S(=O)(=O)c1ccc2c(c1)CCN2C(=O)C1CCC1 (stereo unspecified)
  -3	-17	-4	-5	0	3	-17	0	-9	6	-6
48	COC(=O)CNC(=O)c1cn(-c2ccc(C)c(C)c2)c(=O)c2ccccc12
  -4	-7	7	-5	18	-5	11	-2	-35	-18	0
49	CCc1nnc(NC(=O)CSc2nc3c(c(=O)n2-c2ccccc2OC)SCC3)s1
  /	-5	/	1	6	12	-6	-3	-4	21	25

# High-throughput results as filed in PubChem.
